# Compound activity deposited in PubChem by National Center for Advancing Translational Sciences (NCATS).
# ELG1 DNA repair – blocks ELG1-dependent DNA repair in HEK293T cells; HEK293T ELG1-luciferase reporter, luminescence, 16 h; DNA damage induced by 5-fluorouridine; Potency, µM (highest dose often 46.1 µM), inactives show at the highest dose activity change, negative = inhibition, hits mostly inhibitors; actives 2.3% (n = 330,000); AID 504467; note: potency is the fitted concentration of half-maximal effect; % is set by controls: 0 for no effect and ±100 for the full control effect; nearly all actives have a fitted effect of over 55% in size
#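 Cells (2,000 per well) received 5-fluorouridine plus test compound or DMSO and were incubated 16 hr at 37 °C, 5% CO2. Luciferase activity was read by luminescence 30 min after ONE-Glo addition; signal suppression marked inhibition of damage-induced ELG1 function.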
# Menin MLL FP TR – inhibitors of human menin-MLL interaction, mutant MLL peptide; O00255; Menin + Texas Red MLL mutant peptide, fluorescence polarization; actives 0.23% (n = 270,000); AID 1768; Potency, µM (titrated, usually from 61.6 µM), for the others: top-dose FP activity change, negative = inhibition, most hits filed as inhibitors; active = well fitted inhibition curve with a large enough effect in the polarisation, with a control signal flat, not every such curve was filed as active; inconclusive = small, poorly fitted or top-dose-only effect, or effect the other way, or a change in a side signal; inactive = no such curve, though single readings can be large or run the other way; the % refers to the polarisation; note: potency is the fitted concentration of half-maximal effect; % of control where 0% means no effect; many of its hits are not listed in these tables
# Target sequence (O00255 whole entry, looked up): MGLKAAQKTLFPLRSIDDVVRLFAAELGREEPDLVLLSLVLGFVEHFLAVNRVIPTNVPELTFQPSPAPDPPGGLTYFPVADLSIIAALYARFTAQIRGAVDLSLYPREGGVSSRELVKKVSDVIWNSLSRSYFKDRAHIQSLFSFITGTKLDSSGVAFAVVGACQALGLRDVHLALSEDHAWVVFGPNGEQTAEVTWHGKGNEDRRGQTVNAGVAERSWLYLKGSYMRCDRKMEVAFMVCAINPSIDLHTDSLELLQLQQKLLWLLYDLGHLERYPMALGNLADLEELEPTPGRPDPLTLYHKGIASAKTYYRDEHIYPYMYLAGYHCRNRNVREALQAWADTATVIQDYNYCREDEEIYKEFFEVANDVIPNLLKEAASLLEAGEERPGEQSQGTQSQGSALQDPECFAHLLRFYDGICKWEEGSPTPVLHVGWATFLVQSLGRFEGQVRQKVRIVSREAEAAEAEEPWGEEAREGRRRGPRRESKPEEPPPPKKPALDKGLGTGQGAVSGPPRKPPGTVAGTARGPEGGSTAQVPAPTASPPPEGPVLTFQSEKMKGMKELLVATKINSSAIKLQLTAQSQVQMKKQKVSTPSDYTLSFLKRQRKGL
# KCNH2 3.1 block – blocks the human KCNH2 3.1 channel isoform | U2OS KCNH2 3.1, thallium flux FluxOr; active compounds read low | activity change, % (tested at about 1.8 µM) | actives 0.95% (n = 340,000);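 active = maximum activity change below -70%; inconclusive = maximum activity change from -70% to -50%; inactive = maximum activity change above -50%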;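 note: thallium influx rate constant from kinetic fluorescence after stimulation buffer; % is set by controls: 0 for no effect and ±100 for the full control effect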
#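 Normalized rate constant (relative to positive and negative DMSO controls) derived from a 2 min kinetic fluorescence read after stimulation; U2OS cells expressing the 3.1 isoform via virus at 1.77 x 10^8 /mL.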
# NPC1 promoter act – activates the NPC1 promoter | Potency, µM (titrated, usually from 9.22 µM), for the others: at the highest dose activation, most hits filed as activators | Huh7 NPC1 promoter luciferase reporter, 24 h | actives 2.4% (n = 320,000);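 note: potency is the fitted concentration of half-maximal effect; % of control where 0% means no effect; nearly all actives have a fitted effect of over 60% in size; reporter is driven by a mutant NPC1 promoter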
#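 In 1536-well qHTS, Huh7 cells harboring an NPC1 promoter–luciferase construct received compound for 24 h; activation was quantified by luminescence following luciferase reagent addition.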
# Gal4-VP16 FLuc – Gal4-VP16 reporter inhibition counter-screen. AID 2546. Drosophila S2 Gal4-VP16 UAS-luciferase, luminescence, 20 h. actives 3.5% (n = 310,000). Potency, µM (highest dose often 53.6 µM), without a hit: top-dose activity, negative = inhibition, hits mostly inhibitors;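 note: Gal4-VP16 expression switched on by copper sulfate through the metallothionein promoter; potency is the fitted concentration of half-maximal effect; % is set by controls: 0 for no effect and ±100 for the full control effect; nearly all actives have a fitted effect of over 50% in size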
# FLuc counter – firefly luciferase modulation, counter-screen for miR-21 project | actives 6.9% (n = 360,000) | purified FLuc, Km substrates, luminescence inhibition | P08659 | Potency, µM (doses to about 57.5 µM), inactives show at the highest dose activity change, negative = inhibition, actives largely listed as inhibitors;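 note: potency is the fitted concentration of half-maximal effect; plate controls were vehicle for no effect and reference inhibitor for full effect; nearly all actives have a fitted effect of over 55% in size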
#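 Biochemical qHTS of compounds, final roughly 60 µM downward over six points, against 10 nM purified firefly luciferase using Km concentrations of substrates (10 uM D-luciferin, 10 uM ATP) in Tris acetate pH 7.5 buffer; luminescence output.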
# MBNL1-CUG inh – MBNL1-poly(CUG) RNA binding inhibition | Potency, µM (top dose mostly 57.5 µM), for the others: at the highest dose activity change, negative = inhibition, most hits filed as inhibitors | actives 0.036% (n = 280,000) | TR-FRET MBNL1-His/biotin-(CUG)12 binding, 665/545 ratio; active = well fitted inhibition curve with a large enough effect in the signal ratio, with a control signal flat, not every such curve was filed as active; inconclusive = small, poorly fitted or top-dose-only effect, or effect the other way, or a change in a side signal; inactive = no such curve, though single readings can be large or run the other way; the % refers to the signal ratio; note: potency is the fitted concentration of half-maximal effect; % is set by controls: 0 for no effect and ±100 for the full control effect
#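 Ratiometric TR-FRET (665 over 545 nm, excitation 340 nm) tracks disruption of MBNL1-His/biotin-(CUG)12 complex after 60 min at room temperature, with compounds at 92 nM to 58 uM final.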
# Mito fusion act – mitochondrial division inhibition or fusion activation; S. cerevisiae fusion-defective mutant growth rescue, CellTiterGlo 48 h; Potency, µM (top dose mostly 46.1 µM), for the others: top-dose growth rescue (activation), usual class: activators; actives 0.23% (n = 320,000); AID 485298;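 note: potency is the fitted concentration of half-maximal effect; % of control where 0% means no effect; nearly all actives have a fitted effect of over 45% in size; temperature-sensitive fusion mutants such as fzo1-1 at 37 °C on non-fermentable ethanol glycerol medium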
#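 Compounds are tested for their ability to restore growth of mitochondrial fusion-defective yeast strains at non-permissive 37C in YPEG medium over 48 hours. Viability is quantified by luciferase luminescence.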
# Rab9 prom act – activates the Rab9 promoter. Huh7 Rab9 promoter-luciferase reporter, luminescence, 24 h. Potency, µM (top dose mostly 9.22 µM), for the others: at the top dose activation, negative = inhibition, actives largely listed as activators. actives 2.8% (n = 320,000). AID 485297; note: potency is the fitted concentration of half-maximal effect; % of control where 0% means no effect; nearly all actives have a fitted effect of over 60% in size
#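 Measured in stably transfected Huh7 cells bearing a Rab9 promoter–luciferase construct: 24 h compound treatment at 37 °C, followed by luminescence detection.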
# RORgamma inh – inhibitors of mouse ROR gamma transcriptional activity; P51450; Drosophila S2 Gal4-RORgamma UAS-luciferase reporter, 20 h; Potency, µM (top dose mostly 53.6 µM), for inactives: at the top dose activity change, negative = inhibition, actives largely listed as inhibitors; actives 5.4% (n = 310,000); note: potency is the fitted concentration of half-maximal effect; % is set by controls: 0 for no effect and ±100 for the full control effect; nearly all actives have a fitted effect of over 60% in size
# Target sequence (P51450 whole entry, looked up, the tested form may be a part): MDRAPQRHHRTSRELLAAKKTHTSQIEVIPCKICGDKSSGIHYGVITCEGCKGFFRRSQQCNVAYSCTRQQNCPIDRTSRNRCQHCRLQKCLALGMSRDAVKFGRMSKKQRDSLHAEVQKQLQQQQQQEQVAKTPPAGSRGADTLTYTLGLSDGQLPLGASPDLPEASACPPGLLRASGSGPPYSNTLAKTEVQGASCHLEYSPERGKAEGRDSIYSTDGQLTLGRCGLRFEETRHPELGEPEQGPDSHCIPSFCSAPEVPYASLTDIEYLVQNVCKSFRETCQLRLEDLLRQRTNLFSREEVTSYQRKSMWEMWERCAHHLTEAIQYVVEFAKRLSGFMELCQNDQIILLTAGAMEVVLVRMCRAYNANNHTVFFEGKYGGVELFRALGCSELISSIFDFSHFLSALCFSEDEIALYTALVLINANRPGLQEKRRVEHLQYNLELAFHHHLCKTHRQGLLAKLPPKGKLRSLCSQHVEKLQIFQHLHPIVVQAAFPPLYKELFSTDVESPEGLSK
#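 A Gal4/UAS one-hybrid system in insect cells: metallothionein-promoter Gal4–ROR gamma fusion plus Photinus luciferase reporter. Copper sulfate 700 uM final, 20 hr ambient incubation, luminescent detection after 10 min with reagent.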
# PKM2 activator – PKM2 (human) enzyme activation | Potency, µM (titrated, usually from 57.5 µM), inactives show at the highest dose activation, most hits filed as activators | actives 0.34% (n = 260,000) | P14618 | purified PKM2, Kinase-Glo ATP luminescence, activation; response scale: 0% is enzyme alone, no compound; note: potency is the fitted concentration of half-maximal effect; % is set by controls: 0 for no effect and ±100 for the full control effect; nearly all actives have a fitted effect of over 55% in size
#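 Purified hPK-M2 (>95%) run at intermediate activity with 0.1 mM ADP and 0.5 mM PEP in 50 mM imidazole pH 7.2, KCl, MgCl2; 1 h room temperature. ATP formed read by Kinase-Glo luminescence; normalized to uninhibited and no-enzyme controls.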
# Active calls of the source: *; ? = inconclusive; / = no result given; & = joins results of further samples; [ ] = remark or other dose. Unless noted, calls come from the whole dose curve; as a rule, active = well fitted curve in the direction sought with a large enough effect; inconclusive = small, poorly fitted or top-dose-only effect, or another doubt; inactive = no such curve, though single readings can be large; an effect the other way counts as inactive or inconclusive. A portion of the library. The share of hits here may be higher or lower than overall.
SMILES,ELG1 DNA repair,Menin MLL FP TR,KCNH2 3.1 block,NPC1 promoter act,Gal4-VP16 FLuc,FLuc counter,MBNL1-CUG inh,Mito fusion act,Rab9 prom act,RORgamma inh,PKM2 activator
CNS(=O)(=O)c1ccc2c(c1)oc(=O)c1cc(S(=O)(=O)NC)ccc12,0%,1%,10,-2%,-4%,-3%,11%,0%,-5%,11%,1.6µM*
COc1ccccc1NC(C)=[N+](C)CCNS(=O)(=O)c1ccc(Cl)cc1,-2%,/,0,-2%,-8%,0%,9%,-3%,2%,-31%,-12%
CC(C)C(c1nnnn1Cc1ccco1)N1CCN(c2cccc(Cl)c2)CC1 (stereo unspecified),-8%,1%,-7,-3%,-9%,1%,2%,24%,-4%,41%,-2%
CO/N=C(\N)c1ccc([N+](=O)[O-])cc1,-2%,10%,16,-2%,-4%,1%,6%[11.5 µM],-9%,-5%,-12%,4%
CCCCn1c(CCNC(=O)c2cccs2)nc2ccccc21,-28%,-17%,-12,3.5µM*,-27%,4%[2.3 µM],-10%,0%,29%,?,-6%
Cc1cc(NC(=O)CSc2sc3c(O)cc(=O)[nH]c3c2C#N)ccc1Br,-1%,?,8,-5%,-20%,-7%,?,-5%,0%,11%,10%
CC1Cc2ccccc2N1c1ncnc(N)c1[N+](=O)[O-] (stereo unspecified),1.5µM*,7%,-12,24%,?,-4%,?,6%,-17%,4.5µM*,2%
CCN(CC(=O)N1CCc2ccccc2C1)S(=O)(=O)c1ccc2ccccc2c1,-2%,-16%,2,0%,9%,3%,-6%,13%,0%,1%,1%
CCOC(=O)N1CCc2c(sc(N)c2C#N)C1,5%,/,7,-3%,-9%,5%,3%,3%,2%,2%,2%
Cc1ccc(-n2c(C)cc(/C=N/NC(=O)CN(c3ccc(C)cc3C)S(C)(=O)=O)c2C)cc1,-23%,-6%,1,-7%,-21%,-18%,8%,0%,-5%,?,4%
CN(C)c1nc2sc3c(c2c(=O)n1C)CC(C)(C)OC3,?,1%,-9,6%,10%,-7%,-3%,-2%,22%,?,3%
O=C(Nc1cccc2ccccc12)NC(Cc1ccccc1)C(=O)O (stereo unspecified),10%,?,5,3%,1%,-2%,-1%,4%,3%,11%,/
COc1cccc(C2=NOC(C(=O)Nc3cccnc3Cl)C2)c1 (stereo unspecified),-16%,-4%,/,0%,-10%,0%,1%,3%,-3%,-1%,-1%
O=C(Cn1c(=O)c2c(ncn2Cc2ccccc2)n(Cc2ccccc2)c1=O)NC1CC1,6%,15%,-90*,2%,1%,9%,0%,0%,-1%,12%,6%
c1ccc(CCC2=NCCn3cccc32)cc1,-2%,-15%,-5&-8,-3%,-2%,9%,7%,1%,-5%,28%,-1%
CCC(C)Nc1nc(N)c([N+](=O)[O-])c(Nc2cc(OC)ccc2OC)n1 (stereo unspecified),23µM*,/,2,-3%,-15%,6%,13%,21%,-3%,14%,6%
CCOc1ccccc1NC(=O)C1CC2CCCC(C1)C2=O (stereo unspecified),9%,-6%,8,-2%,5%,-2%,2%,4%,2%,-6%,0%
CC(=O)N1c2ccc(S(=O)(=O)N(C)Cc3ccco3)cc2CC1C (stereo unspecified),24%,7%,2,-4%,-18%,5%,2%,1%,3%,25%,-1%[0.46 µM]
COc1ccccc1C(=O)Nc1c2c(nn1-c1ccc(Cl)cc1)CS(=O)(=O)C2,6%,-29%,-15,-1%,-6%,5%,1%,5%,12%,-3%,6%
CC(=O)Nc1cc(C(=O)OCc2cccc([N+](=O)[O-])c2)ccc1C,-5%,?,-30,-3%,19%,-7%,?,-8%,-1%,4%,?
COCC(=O)Nc1cccc(C(F)(F)F)c1,1%,-12%,-7,-2%,-4%,0%,-5%,-1%,-1%,-1%,-7%
Cc1ccccc1C(=O)NC(=S)NCc1ccccc1,16%,1%,-20,-1%,7.1µM*,4%,-2%,-14%,12%,6.3µM*,1%
O=C(Cc1ccc(N2CCNC2=O)cc1)N1CCCC(Nc2cccc(F)c2)C1 (stereo unspecified),?,/,8,-43%[inhibitor],?,1%,-13%,7%,-30%[inhibitor],13%,/
CCOC(=O)C1CCN(S(=O)(=O)c2cccc(-c3cn4cc(C)ccc4n3)c2)CC1,?,0%,0,0%,18µM*,8.5µM*,-9%,3%,-10%,-19%,5%
O=C(COc1ccccc1[N+](=O)[O-])N(Cc1ccco1)C1CCS(=O)(=O)C1 (stereo unspecified),21%,/,13,1%,-14%,3%,13%,-1%,-4%,1%,/
COC(=O)CN1C(=S)N(c2ccc(F)cc2)C(=O)C1CC(=O)Nc1ccc(F)cc1 (stereo unspecified),1%,/,5,-6%,-8%,-2%,-16%,6%,-4%,13%,4%
COc1cc(NS(=O)(=O)c2ccc(NC(=O)/C(=C\c3ccccc3OC)NC(=O)c3ccccc3)cc2)nc(OC)n1,8%,9%,-12,-1%,6%[0.365 µM],1%,-13%,-1%,-4%,-10%,6%
O=C(Nc1cccc(F)c1)NC1CCCCCCC1,?,/,13,2.5µM*,18%,15µM*,-4%,-10%,3.5µM*,?,1%
COc1ccc2cc(C3NC(=O)c4ccccc4N3)c(Cl)nc2c1 (stereo unspecified),0%,-10%,8,-2%,-4%,-4%,8%,-13%,-5%,-16%,9%
O=C(c1cccc(Cl)c1)N1CCN(C2CCCCCC2)CC1,1%,-6%,-38,-6%,4%,3%,-5%,3%,-7%,-1%,-2%

# Sorted by SMILES length (smallest number first): some entries from above.
SMILES,ELG1 DNA repair,Menin MLL FP TR,KCNH2 3.1 block,NPC1 promoter act,Gal4-VP16 FLuc,FLuc counter,MBNL1-CUG inh,Mito fusion act,Rab9 prom act,RORgamma inh,PKM2 activator
Cc1ccccc1C(=O)NC(=S)NCc1ccccc1,16%,1%,-20,-1%,7.1µM*,4%,-2%,-14%,12%,6.3µM*,1%
CC(=O)N1c2ccc(S(=O)(=O)N(C)Cc3ccco3)cc2CC1C (stereo unspecified),24%,7%,2,-4%,-18%,5%,2%,1%,3%,25%,-1%[0.46 µM]
CCOC(=O)C1CCN(S(=O)(=O)c2cccc(-c3cn4cc(C)ccc4n3)c2)CC1,?,0%,0,0%,18µM*,8.5µM*,-9%,3%,-10%,-19%,5%

# Carrying on:
SMILES,ELG1 DNA repair,Menin MLL FP TR,KCNH2 3.1 block,NPC1 promoter act,Gal4-VP16 FLuc,FLuc counter,MBNL1-CUG inh,Mito fusion act,Rab9 prom act,RORgamma inh,PKM2 activator
O=C(Nc1cccc(Cl)c1)NC1CCN(C2CCCCC2)C1 (stereo unspecified),0%,-2%,15,0%,8%,1%,-5%,-5%,-2%,5%,-5%
OC(CNCc1ccc(Cl)cc1)(c1ccccc1)c1ccc(F)cc1 (stereo unspecified),-23%,-4%,-26,-4%,11µM*,-4%,-6%,-7%,-1%,?,/
Cc1sc(-c2ccccn2)nc1OC(=O)c1ccc(Cl)c(Cl)c1,-6%,13%,5,3%,-6%,6%,-6%,3%,-1%,-31%,-2%
COc1ccc(-c2noc(N(C)CC(=O)Nc3cccc(C(F)(F)F)c3)n2)cc1,?,?,-1,?,-4%,8.5µM*,-5%,1%,22%,?,3%
CC1Oc2ccccc2C=C1/C=C1/SC(N2CCOCC2)=NC1=O (stereo unspecified),?,11%,9,20%,-21%,21µM*,14%,0%,?,?,5%

# Two entries from above in a different format.
Compound | ELG1 DNA repair | Menin MLL FP TR | KCNH2 3.1 block | NPC1 promoter act | Gal4-VP16 FLuc | FLuc counter | MBNL1-CUG inh | Mito fusion act | Rab9 prom act | RORgamma inh | PKM2 activator
CC1Oc2ccccc2C=C1/C=C1/SC(N2CCOCC2)=NC1=O (stereo unspecified) | ? | 11% | 9 | 20% | -21% | 21µM* | 14% | 0% | ? | ? | 5%
OC(CNCc1ccc(Cl)cc1)(c1ccccc1)c1ccc(F)cc1 (stereo unspecified) | -23% | -4% | -26 | -4% | 11µM* | -4% | -6% | -7% | -1% | ? | /
